# LEDGF integ inh – blocks HIV-1 LEDGF/p75-dependent DNA integration. TR-FRET IN-LEDGF/p75 DNA integration, Eu/Cy5. inhibition, % at 3.7 µM. 370,000 tested, 0.64% active. AID 743269;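 active means inhibition above the screen-wide mean plus 3 SD, cut at about 13% in these data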;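 further: signal is the Cy5 over europium emission ratio at 671 and 618 nm; 0% = plate median of compound wells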
# UHRF1 MBD2 ctr – blocks human UHRF1 binding to methylated DNA | 370,000 tested, 0.75% active | Q96T88 | UHRF1 binding to methylated oligo, TR-FRET | inhibition, % at 4.4 µM; in the data active means inhibition above about 21%;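 further: UHRF1 SRA domain binding a hemimethylated CpG hairpin DNA probe; 0% = median of test compound wells and 100% = reference inhibitor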
# Target sequence (Q96T88 whole entry, looked up, the tested form may be a part): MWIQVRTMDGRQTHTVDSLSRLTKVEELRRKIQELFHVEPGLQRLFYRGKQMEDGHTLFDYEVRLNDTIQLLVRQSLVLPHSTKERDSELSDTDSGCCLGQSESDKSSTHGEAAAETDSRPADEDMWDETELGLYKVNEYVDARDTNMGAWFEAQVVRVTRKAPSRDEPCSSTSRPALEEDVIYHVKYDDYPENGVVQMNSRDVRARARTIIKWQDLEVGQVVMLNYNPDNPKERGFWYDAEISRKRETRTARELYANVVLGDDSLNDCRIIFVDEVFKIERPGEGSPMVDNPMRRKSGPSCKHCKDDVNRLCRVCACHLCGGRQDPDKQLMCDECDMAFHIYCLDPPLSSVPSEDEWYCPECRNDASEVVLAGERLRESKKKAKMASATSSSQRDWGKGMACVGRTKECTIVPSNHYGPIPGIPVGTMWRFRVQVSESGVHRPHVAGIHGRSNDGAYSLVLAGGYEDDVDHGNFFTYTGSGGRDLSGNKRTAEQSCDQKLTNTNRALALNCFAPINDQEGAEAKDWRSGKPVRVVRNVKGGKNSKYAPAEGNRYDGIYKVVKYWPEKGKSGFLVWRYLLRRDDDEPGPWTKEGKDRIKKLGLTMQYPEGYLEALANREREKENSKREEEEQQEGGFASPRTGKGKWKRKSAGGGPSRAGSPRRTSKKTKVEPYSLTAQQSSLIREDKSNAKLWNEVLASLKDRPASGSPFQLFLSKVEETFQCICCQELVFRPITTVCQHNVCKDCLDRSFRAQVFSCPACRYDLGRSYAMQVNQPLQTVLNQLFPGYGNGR
# PG9 Ab binder – PG9 antibody binding by small molecule. TR-FRET gp120-PG9 antibody binding. inhibition, % at 6.7 µM. 360,000 tested, 0.43% active; in the data active means inhibition above about 8.5%
# HTRA1 inh – blocks human HTRA1 serine peptidase; Q92743; recombinant HTRA1, FP-rhodamine activity-based probe, fluorescence polarization; inhibition, % at 5.96 µM; 340,000 tested, 0.5% active; in the data active means inhibition above about 36%;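 further: 0% = enzyme with DMSO and 100% = wells lacking enzyme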
# rCAG RNA binder – r(CAG) repeat RNA binding; inhibition, % at 3 µM; TO-PRO-1 dye displacement fluorescence; 370,000 tested, 1.3% active;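 active means inhibition above the plate cutoff, the mean of all test compounds on that plate plus 3 SD, cut at about 35% in these data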;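 further: 0% = DMSO alone and 100% = 100 µM mitoxantrone as full dye displacement; higher means more dye released from RNA so lower well fluorescence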
# ABHD4 inh – inhibits mouse alpha/beta hydrolase domain 4; inhibition, % at 8.92 µM; 370,000 tested, 0.54% active; Q8VD66; purified mABHD4, FP-Rh probe fluorescence polarization;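 active means inhibition exceeding the mean over every tested compound plus 3 SD, cut at about 30% in these data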;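 further: 0% = plate median of compound wells and 100% = S159A mutant with DMSO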
#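 System: mouse ABHD4 enzyme, wild type / Medium: HEPES pH 7.0, NaCl, Pluronic buffer / Reagent: FP-Rh activity-based fluorescent probe / Control set: S159A mutant high control, sample median low control / Detection: fluorescence polarization with parallel and perpendicular emission, 525/598 nm / Schedule: 45 min + 60 min at 25 °C / Compound dosing: 8.92 µM, single dose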
# NR1D1 modulator – Rev-erb alpha (human) modulation; Rev-erbα–FITC-DNA binding, fluorescence polarization, 90 min; 370,000 tested, 0.79% active; activity, % at 10 µM;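 active means activity above about 14%, limit read from the data; passing the limit was not always enough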;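 further: 0% = DMSO wells with 35 nM protein and 100% = DMSO wells with 750 nM protein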
# TCR-CD3 inh – human TCR-CD3 binding inhibition | TAMRA-labeled TCR probe fluorescence, biochemical | inhibition, % at 9.4 µM | 360,000 tested, 0.37% active | AID 651800; in the data active means inhibition above about 19%;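 further: recombinant mutant TCR 2C K166C tagged with TAMRA read by polarization; 0% = receptor in buffer alone and 100% = receptor with positive control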
# MBD2 inh – blocks human MBD2 binding to methylated DNA; Q9UBB5; TR-FRET, MBD2 binding to methylated oligonucleotide; inhibition, % at 4.4 µM; 370,000 tested, 0.31% active; AID 686964; in the data active means inhibition above about 13%
# PRMT1 FP inh – blocks human protein arginine methyltransferase 1. Q99873. recombinant PRMT1, activity-based probe fluorescence polarization. inhibition, % at 2.79 µM. 370,000 tested, 1.3% active;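 active means inhibition above about 21% made by adding two undisclosed values, limit read from the data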
# * = called active by the depositor; / = no result given. Some of the compounds tested, so the mix of outcomes need not match the whole.
SMILES,LEDGF integ inh,UHRF1 MBD2 ctr,PG9 Ab binder,HTRA1 inh,rCAG RNA binder,ABHD4 inh,NR1D1 modulator,TCR-CD3 inh,MBD2 inh,PRMT1 FP inh
COc1ccccc1NC(=O)c1cn(CCC#N)nc1-c1ccc(F)cc1,5,0,0.0,-3,-6,-1,-4,7,-4,-8
COCCNC(=O)c1ccc(N2CC3CC(C2)c2cccc(=O)n2C3)c([N+](=O)[O-])c1 (stereo not drawn),-6,3,-2.7,10,-2,-7,-4,-4,0,12
CN(C)P(=O)(CCl)Nc1ccccc1 (stereo not drawn),0,5,0.5,4,0,-6,-3,-1,4,2
Cc1nc2c(-c3ccccc3)c(C)nn2c(C)c1CCC(=O)N1CCC2(CC1)OCCO2,4,-1,0.5,-4,-4,1,-3,3,-4,-4
C(CCc1nn[nH]n1)CCc1nn[nH]n1,-3,1,-2.2,2,1,-8,-5,6,-5,-1
COc1ccc(NC(=S)NC(NC(=O)CF)C(Cl)(Cl)Cl)cc1[N+](=O)[O-] (stereo not drawn),-2,-5,-0.5,6,12,-1,8,-2,-7,19
O=C(Cc1ccccc1)N1CCN(CCCc2ccccc2)CC1,9,-2,-2.1,3,-5,9,1,-6,-6,-2
O=c1[nH]c2ccccc2n1C1CCN(C(c2cc3ccccc3o2)c2nnnn2-c2ccc3c(c2)OCCO3)CC1 (stereo not drawn),2,-1,0.9,/,9,0,-3,3,3,0
CC1c2ccccc2-n2nncc2CN1C (stereo not drawn),-3,4,-2.9,2,0,-1,4,-5,-1,8
COc1ccc2[nH]c3c(c2c1)CCNC3,2,1,0.1,2,4,-7,6,5,3,-3
C[C@@H]1COc2cc(N3CCN(C)CC3)ccc2S(=O)(=O)N1,1,-1,-0.6,/,2,2,-4,11,-5,-4
N#Cc1c(Br)n(C2OC(CO)C(O)C2O)c2ncnc(N)c12 (stereo not drawn),2,-1,0.0,4,2,2,1,-4,-5,-1
Cc1ccc(-n2c(=S)[nH]c3ccccc3c2=O)cc1C,-2,-2,-0.3,-7,6,7,5,0,-3,-4
CCCCn1c(N)c(C(=O)NCCN2CCOCC2)c2nc3ccccc3nc21,2,-5,3.7,-12,-1,12,-3,-6,-7,1
COc1ccc(N=Nc2c(O)[nH]c(=S)[nH]c2=O)cc1,0,-11,-12,4,-11,-1,27*,2,-15,-5
COc1cccc(-n2c(O)c(C=NCc3ccc4c(c3)OCO4)c(=O)[nH]c2=O)c1,0,0,-2.8,3,-2,-1,0,5,3,4
O=c1[nH]c(=S)n(CCC2=CCCCC2)c(O)c1C=NC1CCN(Cc2ccccc2)CC1,1,0,0.6,-3,3,-1,17,-3,-3,0
O=C(COc1ccc(Br)cc1)N1CCN(Cc2ccc3c(c2)OCO3)CC1,2,1,-1.5,-2,-5,2,-1,7,-2,0
COc1cc2c(cc1/C=C/[N+](=O)[O-])OCO2,8,-1,-2.8,17,3,6,-2,6,-11,11
CCOC(=O)[C@]12Cc3cc(OC)ccc3[C@H]1N(C(C)C)C(=O)c1cc(OC)ccc12,1,3,1.2,/,-2,-7,-3,1,3,-4
CN1OCC2Cn3c(nc4ccccc43)C21 (stereo not drawn),0,-2,-2.1,3,-2,4,-3,3,0,-2
c1cc2c(cc1CCNC1C3CC4CC(C3)CC1C4)OCO2 (stereo not drawn),7,1,1.7,-7,6,12,4,3,-3,1
O=C(CCCN1CCC(n2c(=O)[nH]c3ccccc32)CC1)c1ccc(F)cc1,-2,2,-2.0,-1,-1,-3,2,-1,5,1
COc1ccc(C=C2C(=O)NC(=S)NC2=O)cc1OC,0,-1,-1.1,-1,3,-2,-3,-2,1,14
COc1cc2c(cc1OC)C(C(=O)N1CCC3(CC1)OCCO3)C(c1ccccc1F)N(C)C2=O (stereo not drawn),-4,3,0.8,5,-7,-11,-1,-2,4,0
O=c1[nH]c(=S)[nH]c(O)c1N=Nc1cc2c(cc1[N+](=O)[O-])OCO2,0,-1,-6.4,7,0,3,13,8,-1,-3
N#Cc1ccc(CN2Cc3ccccc3-n3nncc3C2)cc1,6,-3,-2.3,2,0,-3,5,1,3,4
O=C(COC(=O)Cc1ccccc1)Nc1ccc(Cl)cn1,-1,-1,0.0,10,1,0,-3,2,0,-2
COc1ccccc1NC1(C#N)CCCCC1,0,2,-4.6,4,0,-6,0,1,-3,0
CCC(=NCCc1c[nH]c2ccccc12)c1c(O)n(-c2ccc(C)cc2)c(=O)[nH]c1=O,2,-1,-3.5,-7,-2,3,-2,4,0,2
CCOC(=O)C1(CCc2ccccc2)CCN(Cc2csc(C(C)=O)c2)CC1,-4,-1,-2.7,-3,-11,0,-8,7,-2,-2
NN=C1C(Cl)=C(Cl)C(Cl)=C1Cl,22*,40*,-1.6,26,14,28,-38,23*,13,26*
CNC(=O)C[C@H]1CC[C@@H]2NC[C@H](O)COC[C@H]2O1,2,19,0.7,/,3,4,0,-2,7,-2
O=C1/C(=C\c2ccncc2)N2CCC1CC2,3,0,-2.6,/,0,9,-4,-6,0,-1
Cc1ccccc1NC(=NCCCN1CC1)Nc1ccccc1C,-2,4,-2.8,6,5,5,14,-3,7,2
O=c1cccc2n1CC1CNC[C@H]2C1,-3,-2,0.2,0,3,2,5,0,10,-2

# Retrieved by structure from the entries so far, two records:
SMILES,LEDGF integ inh,UHRF1 MBD2 ctr,PG9 Ab binder,HTRA1 inh,rCAG RNA binder,ABHD4 inh,NR1D1 modulator,TCR-CD3 inh,MBD2 inh,PRMT1 FP inh
O=C(Cc1ccccc1)N1CCN(CCCc2ccccc2)CC1,9,-2,-2.1,3,-5,9,1,-6,-6,-2
N#Cc1c(Br)n(C2OC(CO)C(O)C2O)c2ncnc(N)c12 (stereo not drawn),2,-1,0.0,4,2,2,1,-4,-5,-1

# Next results
SMILES,LEDGF integ inh,UHRF1 MBD2 ctr,PG9 Ab binder,HTRA1 inh,rCAG RNA binder,ABHD4 inh,NR1D1 modulator,TCR-CD3 inh,MBD2 inh,PRMT1 FP inh
COc1ccc(OC(=O)N(C)C[C@@H]2OCc3ccccc3-c3c(n(C)c4ccccc34)C(=O)N([C@H](C)CO)C[C@@H]2C)cc1,-3,4,0.3,-8,8,-1,-3,5,5,4
Cc1ccc(N2C(=O)NC(=O)C3(Cc4ccccc4N4CCCC43)C2=O)cc1 (stereo not drawn),1,-2,0.6,-4,20,0,4,2,-5,1
O=C1NCN(c2ccccc2)C12CCN(C(c1cccs1)c1nnnn1-c1ccc3c(c1)OCCO3)CC2 (stereo not drawn),-2,0,0.9,/,10,-9,-3,8,-2,-2
CCCCOC(=O)C1=C(N)OC2=C(C(=O)CC(C)(C)C2)[C@]12C(=O)N(C)c1ccccc12,-2,0,-0.2,4,-4,-2,3,3,4,0
COc1cccc(C(=O)C2CCCN(Cc3ccccn3)C2)c1 (stereo not drawn),8,10,-1.6,1,-3,-5,-4,-2,-1,0
CC(C)N(CC#CCC1(O)c2ccccc2-c2ccccc21)C(C)C,-1,-1,0.4,8,-6,9,-3,-1,0,-4
COc1ccc(-n2c(O)c(C=NCCN3CCN(C(C)=O)CC3)c(=O)[nH]c2=S)cc1,-3,2,-2.9,-11,-1,-3,-2,-5,-5,-1
CCC1(CC)COP(=O)(OCC(Cl)CCl)OC1 (stereo not drawn),-4,-1,-1.8,0,2,0,-1,1,3,-2
C=CCN1CC[C@]23c4c5ccc(O)c4OC2C(=O)CC[C@@]3(O)[C@H]1C5 (stereo partly drawn),1,-2,-0.5,/,2,2,1,8,-3,-3
Cn1cc[n+](C)c1P(=S)(c1ccccc1)c1ccccc1,1,1,-3.0,7,-4,-3,12,0,0,-4
CCOc1cc(CNC(C)C(O)c2ccccc2)cc(Cl)c1OCC (stereo not drawn),-2,3,-0.9,0,-2,-3,1,-4,2,3
Fc1ccc(C2N3CCCN23)cc1 (stereo not drawn),1,1,-2.2,-4,-1,1,-3,3,6,-5
O=P(Oc1ccc(-c2ccccc2)cc1)(N1CC1)N1CC1,-4,3,-1.4,10,8,-5,4,-9,1,1
COC(=O)C1=C(c2cccc(C#N)c2)C[C@@H]2CC[C@H]1N2C(=O)NC(C)C,-1,13,0.6,2,-2,12,1,1,0,0
CC1C(c2ccccc2)OC(=O)N1C (stereo not drawn),0,-2,-1.2,8,1,-7,-3,4,4,-2
O=C(c1ccccc1)N1CCC2(CC1)OCCO2,-1,0,1.2,0,0,4,2,3,-1,-1
CN(C)P(=O)(NC(=O)c1cccn1C)N(C)C,1,2,-0.4,-6,-1,-3,3,-6,4,6
COC(=O)C1=C(c2ccc(OC)c(OC)c2)C[C@@H]2CC[C@H]1N2C(=O)N1CCOCC1,1,1,-2.1,4,-8,-5,-1,1,-2,-2
COc1ccc(CCNCc2ccc(OC)c(OC)c2OC)cc1,-1,-2,-1.8,7,-1,5,6,-3,-2,-3
C[C@@H]1CN([C@H](C)CO)C(=O)CCCn2cc(nn2)CO[C@H]1CN(C)C(=O)Oc1cccc2ccccc12,-5,3,0.7,9,2,-17,2,0,10,8
C/C(=N\N1CCCCCC1)c1c(O)n(-c2ccc(C)cc2)c(=O)[nH]c1=O,0,-2,-1.2,-6,-7,8,3,8,3,0
Cc1cc(NC(=O)COC(=O)c2c(C)nn(Cc3ccccc3Cl)c2C)no1,-1,5,1.0,-1,-3,5,1,-3,3,1
COc1ccc2c3c1OC1[C@H](O)CCC4[C@@H](C2)N(C)CC[C@]314 (stereo partly drawn),-1,-2,-1.2,-3,-1,0,-3,-4,3,-4
Cc1ccc(N)c(C)c1,0,-1,-0.6,-5,0,2,3,3,-4,0
CC1(C)C[C@H]2C=C(C=O)[C@]3(C=O)C[C@]3(C)[C@H]2C1,5,0,-0.1,0,0,6,0,12,1,-3
O=C1NC(=O)N(CCC2=CCCCC2)C(=O)/C1=C/c1ccc(O)cc1,1,-3,-2.1,1,22,12,-2,0,4,14
CCC1C2CC3C4N(C)c5ccccc5C45CC(C2C5O)N3C1O (stereo not drawn),1,0,0.2,/,2,2,1,-8,7,2
O=C1c2ccccc2C2(c3ccc(Cl)cc3)NCCN12 (stereo not drawn),0,0,-0.8,-6,-1,0,3,6,4,1
COc1cc(CN2CC=C(c3ccc(F)cc3)CC2)cc(OC)c1,1,-2,-0.2,0,-9,2,0,1,5,-4
CN1CCN(c2ccc(C(F)(F)F)cc2N)CC1,5,-3,0.2,-4,-2,3,-6,0,-4,-2
O=C(Nc1cccc(OC(=O)N2CCOCC2)c1)N1CCOCC1,-4,-1,0.2,-1,-1,1,0,-1,1,1
COc1ccccc1-n1c(O)c(/C=N/N2CCCCC2)c(=O)n(-c2ccccc2OC)c1=S,2,-1,-1.4,-3,0,2,-2,7,3,-1
COc1cc2c3cc1Oc1cc(ccc1O)C[C@@H]1c4c(cc(OC)c(O)c4Oc4ccc(cc4)C[C@H]3N(C)CC2)CCN1C,4,4,1.1,3,10,0,0,1,-1,-3
C/C=C1/CN2[C@@H]3C4CO[C@@H]3c3c([nH]c5cc(OC)ccc35)[C@@H]2CC14 (stereo partly drawn),-2,-1,1.2,3,1,3,3,-1,4,0
Nc1ccc(C2(c3ccc(N)cc3)c3ccccc3-c3ccccc32)cc1,-5,1,2.9,-10,3,-7,4,-5,3,2
